Bioassay records as filed in PubChem BioAssay.
S2 tox = viability counter-screen for ATXN expression inhibitors | S2 cells (HEK-293 line with an ATXN2-luciferase reporter) viability, CellTiter-Fluor protease fluorescence, 24 h | Potency, µM (titrated, usually from 56.7 µM), hits mostly cytotoxic | 400,000 tested, 0.49% active; further: potency means the concentration at half of the fitted maximal effect; nearly all actives have a fitted effect of over 40% in size
TGFb SMAD3 inh = inhibitors of TGF-b signaling | AID 588855 | HepG2 CAGA-GFP TGF-b/SMAD3 reporter, GFP fluorescence, 18 h; TGF-beta stimulated, 500 pg/mL final | Potency, µM (highest dose often 46.1 µM), inactives show at the top dose activity, negative = inhibition, most hits filed as inhibitors | 410,000 tested, 1.2% active; further: potency means the concentration at half of the fitted maximal effect; on the % scale 0 is the no-effect control and ±100 the full control effect; nearly all actives have a fitted effect of over 65% in size
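Per well, imaged GFP fluorescence of HEPG2 CAGA-GFP cells gives the signal; cells get compound, then TGF-beta (500 pg/mL final), 18 h at 37 degrees C; %Activity versus -TGF-beta and +DMSO controls.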
Nrf2 block = blocks Nrf2 signaling; 360,000 tested, 2.1% active; Potency, µM (doses to about 46 µM), inactives show at the highest dose activity change, negative = inhibition, actives largely listed as inhibitors; A549 ARE-Fluc reporter, luciferase luminescence, 18-24 h; AID 504444; further: potency means the concentration at half of the fitted maximal effect; on the % scale 0 is the no-effect control and ±100 the full control effect; nearly all actives have a fitted effect of over 60% in size
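Nrf2 activity is the BugLite luminescence, read 15 min after reagent at room temperature, following CellTiter-Fluor cytotoxicity readout (30 min, 37C). Compound titrations were applied for 18-24 h to 5000 A549 ARE_Fluc cells/well in 5% FBS OPTI-MEM.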
ATXN2 expr inh = inhibitors of ATXN2 expression | HEK-293 ATXN2-luciferase reporter, luminescence, 24 h | Potency, µM (highest dose often 57 µM), inactives show at the top dose activity change, negative = inhibition, hits mostly inhibitors | 360,000 tested, 0.72% active | AID 1745845; further: potency means the concentration at half of the fitted maximal effect; on the % scale 0 is the no-effect control and ±100 the full control effect; nearly all actives have a fitted effect of over 55% in size
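qHTS (up to 57 uM final) was run with 24 h compound exposure of reporter cells at 37 °C. Each well was multiplexed: SteadyGlo luminescence measured ATXN2-luciferase expression after a fluorogenic Gly-Phe-AFC viability readout (25 uM final).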
A549 tox = kills or reduces viability of A549 cells in Nrf2 counter-screen | 390,000 tested, 0.16% active | A549 ARE-Fluc cells, CellTiter-Fluor viability, 18-24 h | Potency, µM (doses to about 46 µM), for inactives: top-dose activity change, negative = cytotoxicity, most hits filed as inhibitors; further: potency means the concentration at half of the fitted maximal effect; on the % scale 0 is the no-effect control and ±100 the full control effect
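A549 ARE-Fluc cells in 5% FBS OPTI-MEM, 5000 cells/well, rested 2 h then exposed to compounds in concentration-response for 18-24 h at 37 °C. Viability by CellTiter-Fluor fluorescence (Ex 405/Em 525) after 30 min; luciferase luminescence (BugLite, 15 min, RT) read afterwards.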
HepG2 tox = HepG2 cytotoxicity, counter-screen for TGF-b inhibitors; HepG2 CAGA-GFP viability, ATP luminescence, 18 h; Potency, µM (highest dose often 46.1 µM), for inactives: at the top dose activity change, negative = cytotoxicity, hits mostly cytotoxic; 410,000 tested, 0.76% active; AID 588856; further: potency means the concentration at half of the fitted maximal effect; some results filed as inactive show a strong effect at the top dose
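HepG2 CAGA-GFP cells (1000/well, DMEM with 1% FBS) received compound, then TGF-beta at 500 pg/mL final, and were incubated 18 hours at 37 degrees C. Viability was read by CellTiter-Glo luminescence. Media-only wells were set as complete cell-killing and DMSO as no toxicity.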
Nrf2 activator = activators of Nrf2 (ARE) signaling. AREc32 ARE-luciferase reporter (MCF7-derived line), luminescence, 24 h. Potency, µM (series often up to 46.1 µM), for inactives: at the top dose activation, usual class: activators. 410,000 tested, 0.31% active. AID 624171; further: potency means the concentration at half of the fitted maximal effect; % of control where 0% means no effect; nearly all actives have a fitted effect of over 65% in size
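Nrf2 activation is followed as ARE-luciferase induction in the AREc32 line after one day of compound treatment; luminescence is read with Steady-Glo.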
IL1B secr inh = inflammasome signaling inhibition, IL-1 beta readout; THP-1 LPS/ATP IL-1B secretion, AlphaLISA, 16 h; active compounds read low; activity change, % at 57.5 µM; 360,000 tested, 4.7% active; AID 743279; in the data active means activity change below about -50%; inconclusive means mostly about -30% to -49%; further: on the % scale 0 is the no-effect control and ±100 the full control effect
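Secreted IL-1B measured by AlphaLISA bead assay after 16 h compound exposure of THP-1 cells; compounds (final up to 57.5 uM) added 1 h before LPS (250 ng/mL) and ATP (1.25 mM) stimulation; lower signal means less secretion.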
MCF10A rerep = induces DNA re-replication in MCF 10a normal breast cells; 350,000 tested, 2.9% active; Potency, µM (series often up to 46.1 µM), inactives show at the highest dose activity, positive = re-replication, usual class: activators; MCF 10A DNA re-replication, Hoechst nuclear intensity, 48 h; further: potency means the concentration at half of the fitted maximal effect; % of control where 0% means no effect; nearly all actives have a fitted effect of over 50% in size
Numbers without * were called inactive; i = inactive; ? = inconclusive; . = no result given; & = joins results of further samples; [ ] = another dose, or the depositor's remark. Unless noted, the call rests on the fitted dose curve; in most records, active means well fitted curve in the direction sought with a large enough effect; inconclusive means small, poorly fitted or top-dose-only effect, or another doubt; inactive means no such curve, though single readings can be large; an effect the other way counts as inactive or inconclusive.

SMILES | S2 tox | TGFb SMAD3 inh | Nrf2 block | ATXN2 expr inh | A549 tox | HepG2 tox | Nrf2 activator | IL1B secr inh | MCF10A rerep
COc1ccccc1NC(=O)c1cc(C)nc2ccccc12 | i | 8% | 1% | . | -3% | -18% | 18% | 25 | 2%
CCCCN(Cc1nc2ccccc2c(=O)[nH]1)C(=O)CN1C(=O)NC2(CCCCC2)C1=O | i | 27% | -3% | . | -2% | 20% | -0.2% | 9 | 2%
CCn1c(CNS(=O)(=O)c2ccc(Cl)cc2)n[nH]c1=S | i | -15% | -8% | -2%[11.3 µM] | -4% | -28% | 0.7% | 19 | -3%
Cc1ccc(CONC(=O)c2ccccc2Cl)cc1 | i | 4% | 12% | 21% | -2% | 6% | 0.1% | -2 | -1%
Cc1nc2cc(-c3ccc(Cl)cc3)nn2c(C)c1CCC(=O)NC(C)c1ccc2c(c1)OCCO2 (stereo not given) | ? | ? | 13µM* | ? | -4% | -8% | -3.0% | ? | 14%
O=C(COc1ccccc1)NC(=S)Nc1cccc2c(O)cccc12 | i | ? | . | . | . | -59% | -0.9% | 65 | .
O=C1[C@@H](c2ccccc2)[C@@H](c2ccccc2)N1c1cccnc1 | . | ? | -8% | ? | -13% | -30% | -0.8% | -69* | 110%
COC(=O)[C@H](C(C)C)N(Cc1ccccc1)S(=O)(=O)CCN1CCN(c2ccccc2)CC1 | i | ? | -12% | -13% | -8% | -25% | 6.5% | 19 | 8%
COc1ccccc1Nc1n[nH]c(=S)s1 | i | -5% | 9% | 18% | -7% | 19% | -0.6% | 0 | -7%
CCCC(=O)Nc1nc(C(=O)OCC)cs1 | i | -3% | ? | 4% | -2% | -8% | 0.4% | 0 | -6%
Oc1ccc(/C=N/N(c2ccccc2)c2ccccc2)cc1O | ? | ? | 9% | -25% | -6% | -28% | 14% | -23 | ?
CC(=O)c1ccc(NC(=O)C(C)OC(=O)c2ccc3c(c2)nc(C)n3-c2ccccc2)cc1 (stereo not given) | ? | -2% | 14% | 34%[activator] | -1% | 5% | 2.1% | -2 | 13%
CCOC(=O)/C(=C\C=C\N1CCOCC1)C(C)=O | ? | 2% | ? | -2%[11.3 µM] | ? | 8% | 0.2% | 24 | 2%
COc1ccc(NC(=O)COc2ccc(S(=O)(=O)N3CCOCC3)cc2C)cc1OC | i | 2% | -16% | -18% | 1% | 14% | -0.6% | 8 | ?
O=C(COc1ccc(-n2cnnn2)cc1)N1CCN(c2ccc(F)cc2)CC1 | i | 5% | ? | -19% | 2% | -24% | 0.1% | -9 | 12%
Cc1ccc2c(N)c(C(=O)c3ccccc3)sc2n1 | . | ? | ? | 52%[activator] | -6% | -1% | 8.9µM* | -69* | 14%
Cc1cc2[nH]c(=S)[nH]c2cc1C | i | -20% | 13% | 2% | 11% | -8% | 3.0% | 17 | 12%
CC(C)Oc1ccc(CNC(=O)Cn2c(=O)oc3ccccc32)cc1 | i | 0%&-9% | 0%&-5% | -3%&13% | -1%&-2% | 0%&-6% | 0.0%&0.0% | -4 | 13%
O=c1c2c3c(sc2nc2sc(C4CC4)nn12)CCCC3 | i | 8% | ? | 65%[activator] | -1% | 2% | 0.5% | 51 | -2%
Cc1oc2c(c1C(=O)Nc1cccc(C(=O)O)c1)CCCC2 | i | -3% | ? | 21% | -1% | -30% | -0.2% | 3 | 6%
CCOc1ccc(NC(=O)c2cc3c(=O)n4cccc(C)c4nc3s2)cc1 | i | 5% | -8% | 10% | -2% | 7% | -0.8% | . | .
COc1cc(-c2nnc(SCC(=O)Nc3ccc(F)c(Cl)c3)o2)cc(OC)c1OC | i | -4% | -3% | -13% | -15% | -28% | 2.5% | . | .
Cc1cccc(OCC(=O)Nc2ccc3oc(=O)ccc3c2)c1 | i | 11% | -2% | 1% | -9% | -8% | 0.7% | -19 | -2%
COc1ccc(NS(=O)(=O)/C=C/c2ccccc2)cc1 | i | 1% | -22% | 7% | -5% | 23% | 0.3% | -3 | 6%
Cn1c2ccccc2c(=O)c2c(=O)n(C3CCCCCC3)c(C3CCCCC3)nc21 | . | ? | -4% | 415%[activator] | 1% | 5% | -0.7% | 28 | ?
CC(C)(C)c1cc(NC(=O)C2(C)CCN2C(=O)C2(c3ccccc3)CCCC2)no1 (stereo not given) | i | 0% | . | -17% | . | 20% | -0.5% | 13 | .
Cc1ccc(NC(=S)N2CCCC2)cc1Cl | i | -17% | 13% | 29% | 0% | 0% | -0.4% | -12 | -2%
O=C(NCC(O)CO)c1ccc2[nH]c3ccccc3c2c1 (stereo not given) | i | ? | 11% | 0% | -4% | 0% | 1.8% | -6 | -6%
COC(=O)c1cc(NC(=O)CC2SCCNC2=O)cc(C(=O)OC)c1 (stereo not given) | i | 13% | . | 2% | 0% | -21% | 1.8% | -1 | 0%
O=C(CSc1ncn[nH]1)NCc1ccc2c(c1)OCO2 | i | ? | -15% | -19% | -22% | -41% | 0.0% | 17 | -1%
CCc1nn(C(C)C(=O)N2CCN(c3ccccc3)CC2)c(=O)c2cc3occc3n12 (stereo not given) | i | ? | -16%&-2% | -11%&-15% | 0%&-3% | 1%&-13% | -0.5%&2.4% | 10 | -1%
Cc1ccc(S(=O)(=O)NC2=NCN(C)CN2)cc1[N+](=O)[O-] | i | 0% | -12% | -12% | 3% | 5% | 0.3% | 3 | 0%
CCn1nnc2sc3c(c2c1=O)CCC(C)C3 (stereo not given) | i | -5% | 11% | 53%[activator] | -14% | -4% | 0.2% | ? | -6%
CCOC(=O)N/N=C/c1ccc(OCCSc2ccc(Cl)cc2)c(OCC)c1 | i | -12% | 4% | 5% | 1% | -7% | -0.1% | -3 | 24%
COc1cccc(-c2nnc(SCC(=O)N(C(C)C)C(C)C)o2)c1 | i | 0% | -2% | 30% | -6% | -23% | 0.3% | -4 | ?
CCN(Cc1nc2ccccc2c(=O)[nH]1)C(=O)c1cccc(NC(=O)c2cccs2)c1 | i | ? | -11% | 0% | 0% | -43% | 7.8% | 6 | 9%
Cc1cc(C(=O)COC(=O)c2n[nH]c3ccccc23)c(C)n1C | i | -10% | ? | -16% | 4% | -24% | -1.1% | -19 | 2%
CCOC(=O)c1cc2c(OC)c(OC)ccc2c2[nH]cc(C#N)c(=O)c12 | . | 11% | . | . | . | -17% | 2.3% | -8 | .
Cc1ccc(CS(=O)(=O)Cc2ccc(C(=O)NCc3ccco3)o2)cc1 | i | 6% | -6% | -9% | -3% | -18% | 0.2% | 14 | -1%
O=S1(=O)CCN(C2CCCCCCCCCCC2)CC1 | ? | -14% | . | . | . | -21% | -0.6% | 27 | .
CS(=O)(=O)c1sc(C(=O)NC(=S)Nc2ccc(OC(F)(F)F)cc2)c2c1C=CCC2 | i | ? | ? | -32% | 2% | 4% | 0.3% | 22 | ?
COc1ccc2c(c1)c(=O)c(C(=O)c1ccc(F)cc1)cn2CC(=O)Nc1ccc2c(c1)OCCO2 | i | -14% | ? | 1% | -15% | -17% | -0.2% | . | .
O=C(NCC(=O)N(c1ccc(Cl)cc1)C(C(=O)NC1CCCC1)c1ccncc1)c1ccco1 (stereo not given) | i | -2% | -7% | -11% | -1% | 10% | -0.3% | -8 | 17%
OCCCNc1nc(-c2ccc(Cl)cc2)nnc1-c1ccc(Br)cc1 | i | 23% | ? | -4% | -3% | -27% | 0.1% | -78* | 0%
COc1ccc(C2C=C(c3ccccc3)Nc3nc(CCCO)nn32)cc1 (stereo not given) | . | 18% | 6% | -7% | 2% | -1% | 0.0% | 17 | 2%
CN(C)S(=O)(=O)c1ccc(Cl)c(C(=O)Nc2cccc3ncccc23)c1 | i | -7% | -16% | -6% | 0% | -10% | 0.4% | 45 | ?
Cc1ccc(C(O)c2ncc(-c3ccc(Cl)cc3)[nH]2)cc1 (stereo not given) | ? | -1% | . | 15% | . | -21% | 0.6%[9.22 µM] | -14 | .
CC(C)CCOCC(=O)Nc1cccc(C(=O)O)c1 | i | 4% | ? | -31% | -3% | -3% | -1.0% | 18 | -1%
CC(=O)c1ccc(OCC(=O)OC(C)C(=O)NC2CCCCC2)cc1 (stereo not given) | . | 11% | 7% | . | -6% | -5% | -1.4% | 13 | 10%
COc1ccccc1OCC(=O)NCC(c1ccc(Cl)cc1)N1CCCCC1 (stereo not given) | ? | -17% | 24% | -20% | -2% | -27% | 4.5% | . | .

A stretch taken from the entries so far, as a working copy:
SMILES | S2 tox | TGFb SMAD3 inh | Nrf2 block | ATXN2 expr inh | A549 tox | HepG2 tox | Nrf2 activator | IL1B secr inh | MCF10A rerep
COc1ccc(C2C=C(c3ccccc3)Nc3nc(CCCO)nn32)cc1 (stereo not given) | . | 18% | 6% | -7% | 2% | -1% | 0.0% | 17 | 2%
CN(C)S(=O)(=O)c1ccc(Cl)c(C(=O)Nc2cccc3ncccc23)c1 | i | -7% | -16% | -6% | 0% | -10% | 0.4% | 45 | ?
Cc1ccc(C(O)c2ncc(-c3ccc(Cl)cc3)[nH]2)cc1 (stereo not given) | ? | -1% | . | 15% | . | -21% | 0.6%[9.22 µM] | -14 | .
CC(C)CCOCC(=O)Nc1cccc(C(=O)O)c1 | i | 4% | ? | -31% | -3% | -3% | -1.0% | 18 | -1%
CC(=O)c1ccc(OCC(=O)OC(C)C(=O)NC2CCCCC2)cc1 (stereo not given) | . | 11% | 7% | . | -6% | -5% | -1.4% | 13 | 10%
COc1ccccc1OCC(=O)NCC(c1ccc(Cl)cc1)N1CCCCC1 (stereo not given) | ? | -17% | 24% | -20% | -2% | -27% | 4.5% | . | .
